High-throughput results (PubChem)
S1P4 agonist: human S1P4 receptor agonism | O95977 | S1P4-expressing cell line, agonist reporter assay | activation, % at 4.98 µM | 220,000 compounds, 0.35% hits | AID 1509; in the data active = activation above about 11%;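 note: 0% = DMSO vehicle and 100% = reference agonist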
Target sequence (O95977 whole entry, looked up): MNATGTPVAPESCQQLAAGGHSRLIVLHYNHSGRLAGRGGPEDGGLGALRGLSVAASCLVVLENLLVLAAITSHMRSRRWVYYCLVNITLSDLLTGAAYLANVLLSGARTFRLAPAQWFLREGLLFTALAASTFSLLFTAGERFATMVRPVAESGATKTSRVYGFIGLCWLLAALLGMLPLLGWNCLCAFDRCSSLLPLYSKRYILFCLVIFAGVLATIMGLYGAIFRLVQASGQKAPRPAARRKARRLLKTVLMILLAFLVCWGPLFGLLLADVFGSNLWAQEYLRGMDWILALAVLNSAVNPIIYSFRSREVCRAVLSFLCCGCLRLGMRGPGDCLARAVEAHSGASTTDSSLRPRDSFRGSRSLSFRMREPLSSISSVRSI
EP2 modulator: EP2 receptor (human) modulation; P43116; EP2-expressing cells, cAMP HTRF FRET, PGE2 co-stimulation; induction, % at 25 µM; 260,000 compounds, 0.83% hits; AID 940;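 active = compounds whose cAMP rise, as percent of the full-agonist control response, exceeds 60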;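 note: rat C6 glioma line stably carrying human EP2 under a CMV promoter; the protocol text gives 20 µM as final concentration; 100% = response of wells given 1 µM PGE2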
Target sequence (P43116 whole entry, looked up): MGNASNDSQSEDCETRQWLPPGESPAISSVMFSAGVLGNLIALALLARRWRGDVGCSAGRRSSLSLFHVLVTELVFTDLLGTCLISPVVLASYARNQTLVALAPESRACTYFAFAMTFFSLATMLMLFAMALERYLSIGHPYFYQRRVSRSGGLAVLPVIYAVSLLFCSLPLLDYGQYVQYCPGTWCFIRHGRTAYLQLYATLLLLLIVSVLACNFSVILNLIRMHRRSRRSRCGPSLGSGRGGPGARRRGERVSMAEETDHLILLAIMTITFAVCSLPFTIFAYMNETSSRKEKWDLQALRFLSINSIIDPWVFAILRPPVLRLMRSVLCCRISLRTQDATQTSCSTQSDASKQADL
PERK inh: inhibitors of human PERK kinase; Q9NZJ5; CHO PERK-DD fusion, SEAP luminescence translation reporter; 220,000 compounds, 0.17% hits; AID 1416; inhibition, % at 5.6 µM;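 active = inhibition above the mean inhibition of all tested compounds plus 3 SD, set separately per screening campaign, cut at about 2.9% in these data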;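 note: PERK kinase domain activated by AP20187 dimerizer at 100 nM; 0% = DMSO with dimerizer and 100% = rapamycin at 8.4 µM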
Ba/F3 V617F tox: reduce viability of Ba/F3 cells dependent on JAK2V617F; Ba/F3 EpoR-JAK2V617F viability, ATP luminescence; inhibition, % at 5.6 µM; 220,000 compounds, 1.1% hits; AID 1446;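 active = inhibition above the campaign mean plus 3 SD over all tested compounds, cut at about 24% in these data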;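 note: cytokine-independent growth of Ba/F3 cells driven by EpoR plus mutant JAK2; 0% = DMSO-treated cells and 100% = JAK inhibitor I control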
m-calpain inh: inhibitors of pig calpain II | purified calpain II, fluorogenic peptide substrate, 30 min | inhibition, % at 16 µM | 220,000 compounds, 0.37% hits | AID 1236;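 active = inhibition above about 50%, limit read from the data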
zfTRPN1 agonist: zebrafish TRPN1 (NompC) channel agonism; HEK293 zebrafish TRPN1-YFP, Fluo-8 calcium fluorescence; 100% = response to 87 µM carbachol; activation, % at 3 µM; 220,000 compounds, 0.18% hits; AID 1424;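 active = activation above its plate's cutoff, the mean activation of test wells on that plate plus 3 SD, cut at about 19% in these data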;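 note: 0% = DMSO alone and 100% = 87 µM carbachol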
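System: zebrafish TRPN1-YFP in HEK293 cells / Dosing: 3 µM single point / Timing: dye loading 1 h at 37 °C, then 30 min room temperature / Signal: Fluo-8 calcium fluorescence, excitation 470-495 nm, emission 515-575 nm / Read-out basis: percent activation from peak over basal fluorescence ratio, control-normalized / Control set: high carbachol 87 µM, low DMSO alone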
TRPML3 agonist: human mucolipin-3 channel agonism; activation, % at 3 µM; AID 1448; 220,000 compounds, 0.29% hits; HEK293 TRPML3-YFP, Fluo-8 calcium fluorescence; 100% = the carbachol control signal;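 active = activation above its plate's cutoff, the mean activation of the plate's test wells plus 3 SD, cut at about 12% in these data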;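 note: 0% = DMSO only wells and 100% = carbachol wells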
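Test system – HEK293 line with stable expression of human TRPML3-YFP channel · Control set – carbachol 87 µM final as high control (100%), DMSO as low control (0%) · Signal – Fluo-8 calcium dye fluorescence, ex 470-495, em 515-575 nm · Incubation – 1-h 37 °C dye load, 5-s basal, 120-s post-compound reads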
S1P4 antagonist: human S1P4 receptor antagonism | inhibition, % at 4.98 µM | S1P4-expressing cells, antagonist mode, reporter read-out | 220,000 compounds, 0.26% hits | O95977; in the data active = inhibition above about 29%;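 note: 0% = wells stimulated with agonist and 100% = vehicle wells without agonist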
BaF3 tox: reduces parental Ba/F3 cell viability, JAK2V617F counter-screen. CellTiter-Glo ATP luminescence. inhibition, % at 5.6 µM. 220,000 compounds, 1.1% hits. AID 1486;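 active = inhibition above a per-campaign cutoff, the mean inhibition of all tested compounds plus 3 SD, cut at about 27% in these data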;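 note: 0% = DMSO wells and 100% = JAK Inhibitor I control wells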
* marks the source's active call; other numbers are inactive results; i = inactive; & = joins results of further samples.

SMILES	S1P4 agonist	EP2 modulator	PERK inh	Ba/F3 V617F tox	m-calpain inh	zfTRPN1 agonist	TRPML3 agonist	S1P4 antagonist	BaF3 tox
Cc1ccc(NC(=O)/C(C#N)=N/Nc2ccc(C(=O)O)cc2)c(C)c1	-1.3	-9	1.6	-2	8	1.6	-0.1	14	-8
CCOC(=O)CCc1c(C)nc(SCC(=O)O)c(C#N)c1C	1.5	-23&-44	-0.6	-1	-15	0.1	0.2	-9	4
Cc1ccc(N=C(N)N=C(N)N)cc1	-0.4	1	1.3	7	-14	2.2	0.5	2	-1
COC(=O)Cn1nnc(-c2cccc(OC)c2)n1	-0.2	51	2.7	4	-16	0.0	-0.5	-14	5
O=C(CNC(=O)C(c1ccccc1)c1ccccc1)N/N=C/c1cccnc1	0.5	5	2.1	1	17	-1.2	-0.1	-10	2
C#Cc1ccc([C@H]2C=C(C(=O)N3CCN(Cc4ccccc4)CC3)O[C@@H](OCC)[C@@H]2CCCO)cc1	-1.3	-7	1.7	2	-6	1.2	0.1	6	1
CN(CC(=O)Nc1ccccc1N1CCOCC1)CC(=O)Nc1ccc(F)c(F)c1F	-1.3	13	0.8	-4	11	1.8	0.8	5	-2
CCOC(=O)c1nnn(-c2nonc2-n2cccc2)c1C	1.0	59	0.1	0	-17	-2.1	0.3	-27	8
CCn1c2ccccc2c2nnc(SCC(=O)Nc3ncccn3)nc21	1.6	-4	-0.3	-6	-13	-1.0	0.6	-5	-2
O=C(CCC1CCCCC1)Nc1cccnc1	-3.6	32	0.4	-4	-17	-1.2	0.7	-6	4
O=C(N/N=C\c1cc(Br)c(Br)o1)C1COc2ccccc2O1 (configuration not stated)	0.7	29	0.5	-5	10	-1.0	-1.0	15	3
COc1ccc(CCNS(=O)(=O)c2cccc(C(=O)O)c2)cc1OC	8.3	-4	1.2	1	9	1.6	0.2	8	6
CCCn1c(N)c(C(=O)COC(=O)c2c(C)noc2C)c(=O)n(C)c1=O	-0.2	16	-1.5	-1	30	0.5	-0.4	-12	3
CSCC[C@H](Nc1ncnc2sc(C)c(C)c12)C(=O)O	0.9	0	-0.2	1	4	-0.2	0.5	-7	4
O=C(O)c1cccc2c(-c3ccccc3)c(-c3ccccc3)[nH]c12	-0.9	36	-0.5	-4	21	-1.2	-0.1	14	2
Cc1cccc(/C(N)=N/OC(=O)c2ccccc2Cl)c1	-1.1	-17	-0.6	1	-2	1.5	1.0	1	8
Cc1ccc(CN(C(=O)CNC(=O)c2cccs2)C(C(=O)NCC2CCCO2)c2ccccc2)cc1 (configuration not stated)	-3.3	-5	-0.2	0	-2	2.8	1.3	-6	5
Cc1cc(=O)oc2cc(NC(=O)c3cc([N+](=O)[O-])ccc3N3CCOCC3)ccc12	1.9	1	-0.3	3	-99	1.9	0.8	-22	5
CCCC1(CCC)NC(=O)N(CC(=O)N2CCN(C(=O)c3ccco3)CC2)C1=O	1.3	19	0.4	-2	-4	1.6	0.9	14	2
CNC(=O)c1ccc(-c2sc3nc(N4CCOCC4)c4c(c3c2N)CCCC4)o1	1.1	3	-0.4	3	i	1.4	-0.5	10	4
O=C(NCc1ccc2c(c1)OCO2)c1nnc(Cc2ccc(Cl)cc2)o1	0.9	-8	0.0	-4	-13	-0.9	-0.3	-10	3
COc1cc(C)nc(OCCNC(=O)COc2ccc(Cl)cc2C)n1	0.3	-11&-16	-0.2	-1	-34	-2.1	-1.1	-27	5
c1nnc2c3c4c(sc3ncn12)CCC4	3.6	10	-0.3	0	-19	0.9	0.2	-16	-3
Cc1ccc(N(C(=O)CCl)C(C(=O)NC2CCCCC2)c2cccnc2)cc1C (configuration not stated)	1.8	-8	-0.9	86*	102*	1.0	0.5	2	-3
O=C1/C(=C/c2ccco2)CCC1C1CCCC1 (configuration not stated)	1.7	6	0.8	0	-10	1.6	0.5	-12	12
CC1CCN(CCCCOc2ccc([N+](=O)[O-])cc2)CC1	0.9	23	1.9	-1	-3	0.8	0.1	-8	6
COCCNC(=O)c1cc(-c2ccc3c(c2)OCO3)on1	0.5	1	0.1	5	-28	0.6	-0.2	-6	5
Cc1oc(=O)c(NC(=O)c2ccccc2)cc1C(=O)c1ccccc1	0.1	50	0.2	-5	-2	-0.1	0.1	6	-1
CC(=O)N/C(=C/c1ccc(Cl)cc1)C(=O)NCCc1c[nH]c2ccccc12	-1.4	-13	0.8	-2	8	0.3	-0.1	2	1
O=C(CN(c1ccc(Cl)cc1)S(=O)(=O)c1ccccc1)N/N=C/c1ccco1	-4.1	16	-0.3	2	-34	-1.5	0.3	8	4
COC(=O)c1ccc(Cn2nc(C(F)(F)F)cc2C)cc1	2.9	-3	0.3	0	13	-0.6	-0.7	-12	4
OCCNC(=S)NC1CCCCC1	-1.1	31	0.8	0	-17	1.5	1.1	-6	7
Fc1ccc2nc(-c3ccccc3)nc(SCc3nnc(-c4ccccc4)o3)c2c1	-0.4	6	2.4	1	6	1.2	0.2	4	4
COc1ccc(NC(=O)NC(C)C2CC3CCC2C3)cc1 (configuration not stated)	0.2	-58	1.6	-1	19	0.5	-0.6	19	3
C/C(=N\Nc1cccc([N+](=O)[O-])c1)c1cc(F)ccc1O	2.1	-20	-0.6	2	22	-0.4	1.1	-15	-1
CCOc1ccc(NC(=O)NNC(=O)c2ccc(Cl)cc2Cl)cc1	1.6	22	1.0	-1	-18	0.4	0.6	3	2
CNC(=O)/C(=C\c1ccc([N+](=O)[O-])cc1)NC(C)=O	0.5	-7	1.2	0	-6	1.4	0.2	5	6
Fc1ccc(C2=CC(c3ccco3)n3ncnc3N2)cc1 (configuration not stated)	-0.2	9	0.5	1	-57	-0.6	0.3	-8	5
CNC(=O)c1cc(Cl)c(OC)c(OC)c1	-1.0	2	0.9	0	-9	1.5	0.1	-16	4
O=C(COc1ccccc1)Nc1ccc([N+](=O)[O-])cc1	1.1	-16	0.8	5	5	-1.5	-0.5	-15	10
CSc1ccc(Cl)c(C(=O)NCc2ccco2)c1	0.2	-8	0.7	0	-22	-1.0	-0.1	-10	3
COc1ccc(OC)c(/C=N/NC(=O)c2[nH]ncc2Br)c1	-1.5	-32	0.2	-5	-237	1.0	0.2	8	-1
O=C(Cn1cnc2ccccc2c1=O)Nc1nc2ccccc2s1	0.6	-5	0.5	0	-20	0.4	0.9	-6	6
N#CC1=C(S)N(c2ccccc2)C(c2cccs2)NC1=O (configuration not stated)	-0.7	-4&19	-0.2	3	-54	0.6	0.8	-20	5
COc1cc(-c2nnc3sc(Cc4ccccc4)nn23)cc(OC)c1OC	1.2	-9	-0.8	5	-13	-0.1	-0.7	-11	12
Cc1ccc(-n2nnc3c(=O)n(CC(=O)NCc4ccccc4)cnc32)cc1	-0.5	5	-0.3	4	-2	-0.6	1.0	-9	11
COc1ccccc1NC(=O)/C(=C/c1cccc([N+](=O)[O-])c1)c1ccccc1	-0.6	30	-0.2	4	31	0.3	-0.5	-20	8
O=C(O)Cn1c(CC(=O)N2CCCC2)nc2ccccc21	0.6	39	1.7	-1	1	0.6	1.0	4	-1
COCCCNC(=O)CCc1nc2cccnc2n1Cc1ccccc1	2.8	0	0.2	3	8	-0.1	-0.3	-27	3
COc1cc(/C=C(\NC(C)=O)C(=O)Nc2ccccc2C)ccc1OC(C)=O	-0.9	-9	0.3	-1	-16	-0.6	0.6	-7	2
CCc1oc(C(=O)O)cc1COC	0.3	-10&5	0.7	-3	-4	0.1	1.0	-35	0
COC(=O)c1ccc(N2Cc3ccccc3/C2=N\C(=O)Nc2ccccc2)cc1	0.9	-1	0.8	-1	-11	1.2	1.1	-7	3
O=S(=O)(c1ccc2c(c1)OCCO2)N1CCC(c2nc3ccccc3s2)CC1	-1.2	-54	0.0	6	9	4.1	1.6	-5	6
O=S(Cc1ccc(Cl)cc1)CC(O)COc1ccc(Cl)cc1 (configuration not stated)	0.1	-24	-0.9	2	-52	0.1	0.2	-16	9
CN(C)C(=O)N1CCN(C(=O)c2ccccc2Sc2ccccc2C#N)CC1	-0.7	11	0.7	-4	-2	0.5	0.8	1	0
COc1ccc(C2CC(c3ccc4ccccc4c3)=NN2C(=O)COC(=O)C2CCC(=O)N2)cc1 (configuration not stated)	-0.1	-12	-0.1	7	-34	-0.6	0.7	8	7
O=C(COc1ccc(-c2ccccc2)cc1)N1CCCC1	1.0	-19&-34	0.7	-2	-24	0.7	-0.2	-21	0
CC(NC(=O)/C(C#N)=C/c1cccs1)c1ccccc1 (configuration not stated)	0.5	-7	-0.2	0	-1	2.0	1.0	-21	5
CCCCOc1ccc(Br)cc1CSC(=N)N	-0.9	2	-1.9	30*	3	5.3	4.1	-9	34*
c1cc(CNC23CC4CC(CC(C4)C2)C3)ccn1	0.3	9	0.4	-1	-28	0.6	0.6	-15	8

Not a retest: an excerpt of the list.
SMILES	S1P4 agonist	EP2 modulator	PERK inh	Ba/F3 V617F tox	m-calpain inh	zfTRPN1 agonist	TRPML3 agonist	S1P4 antagonist	BaF3 tox
CSc1ccc(Cl)c(C(=O)NCc2ccco2)c1	0.2	-8	0.7	0	-22	-1.0	-0.1	-10	3
COc1ccc(OC)c(/C=N/NC(=O)c2[nH]ncc2Br)c1	-1.5	-32	0.2	-5	-237	1.0	0.2	8	-1
O=C(Cn1cnc2ccccc2c1=O)Nc1nc2ccccc2s1	0.6	-5	0.5	0	-20	0.4	0.9	-6	6

Remaining list, next part
SMILES	S1P4 agonist	EP2 modulator	PERK inh	Ba/F3 V617F tox	m-calpain inh	zfTRPN1 agonist	TRPML3 agonist	S1P4 antagonist	BaF3 tox
COc1ccc(C(=O)NCC(=O)OCC(=O)N2CC(C)CC(C)C2)cc1 (configuration not stated)	2.1	10	-0.3	-1	-10	1.1	0.6	3	3
C=CCn1c(SCN2C(=O)c3ccccc3C2=O)nc2ccc(Cl)cc2c1=O	0.1	-18	0.7	1	26	0.1	0.8	-13	8
CC1CCCCC1NC(=O)c1nn(C)c(=O)c2ccccc12 (configuration not stated)	-1.1	10	-0.3	-2	-3	0.3	0.5	-20	-1
COCCOC(=O)c1c(C)nc(SCC(=O)Nc2ccc(C)cc2)c(C#N)c1-c1ccco1	0.8	5	0.9	-5	9	-1.3	0.3	-1	7
COc1cccc(CN(Cc2cccnc2)S(=O)(=O)c2ccc(-n3cnnn3)c(C)c2)c1	0.8	-19	-0.8	2	-6	1.4	-0.1	14	3
FC(F)(F)c1ccccc1C1C2=C(Nc3ncnn31)c1ccccc1CCC2 (configuration not stated)	-3.4	22	1.3	-1	-1	-1.6	0.6	2	0
CC(=O)Nc1ccc(NC(=O)C2CCN(c3ccc(C(F)(F)F)cn3)CC2)cc1	-0.3	-20	1.9	4	-39	0.9	1.2	7	6
COC(=O)Cn1nc(C)c2ccccc2c1=O	-0.5	-1	1.3	-4	0	-0.3	0.6	10	1
COc1ccc2oc(/C=C/N(C)C)c(C(=O)c3ccc(Cl)cc3)c2c1	-2.6	43	0.7	-2	19	0.2	0.4	-6	3
Cc1cccc(Cn2nnc3c2C(=O)c2ccccc2C3=O)c1	-2.1	-52	0.4	-3	28	-1.6	0.6	2	1
COc1cc(S(=O)(=O)n2ccnc2)ccc1Br	-0.8	22	2.3	1	-9	-0.9	0.9	-7	8
O=C(COc1ccc(F)cc1Br)N1CCN(S(=O)(=O)/C=C/c2ccccc2)CC1	0.7	-43	0.0	1	11	-2.5	0.7	6	4
